# Bioassay records from PubChem.
# sEH inh – blocks human soluble epoxide hydrolase activity. 0.34% of 91,000 active. inhibition, % at 2 µM. P34913. recombinant human sEH enzymatic activity assay; in the data active = inhibition above about 80%; note: values of inactives mirror those of a sister screen read the other way; many of its hits are not listed in these tables
# S1P2 ag – agonists of human S1P2 receptor. O95136. S1P2-expressing cell line, agonist reporter read-out. activation, % at 4.5 µM. 0.46% of 97,000 active. AID 729; in the data active = activation above about 16%;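 note: 0% = vehicle low control and 100% = maximal reference agonist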
# Ecoli WT expand – blocks growth of wild type E. coli BW25113; OD600 absorbance; growth inhibition, % at 100 µM; 0.15% of 98,000 active; AID 710;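 active = growth inhibition above about 50% at one test dose, limit read from the data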;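 note: growth measured after 20 h incubation at 37 °C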
# CD11b adhes inh – blocks human CD11b/CD18 adhesion to fibrinogen | P05107+P11215 | K562 CD11b/CD18 adhesion to fibrinogen, ATPlite luminescence; Mn2+ added to activate the integrin | inhibition, % at 10 µM | 0.54% of 93,000 active | AID 1497;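 active = primary inhibition of 50% or more at 10 µM, then 40% or more on retest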; note: some results filed as inactive read as strong as hits
# Target sequence (P05107 whole entry, looked up, other chains not shown): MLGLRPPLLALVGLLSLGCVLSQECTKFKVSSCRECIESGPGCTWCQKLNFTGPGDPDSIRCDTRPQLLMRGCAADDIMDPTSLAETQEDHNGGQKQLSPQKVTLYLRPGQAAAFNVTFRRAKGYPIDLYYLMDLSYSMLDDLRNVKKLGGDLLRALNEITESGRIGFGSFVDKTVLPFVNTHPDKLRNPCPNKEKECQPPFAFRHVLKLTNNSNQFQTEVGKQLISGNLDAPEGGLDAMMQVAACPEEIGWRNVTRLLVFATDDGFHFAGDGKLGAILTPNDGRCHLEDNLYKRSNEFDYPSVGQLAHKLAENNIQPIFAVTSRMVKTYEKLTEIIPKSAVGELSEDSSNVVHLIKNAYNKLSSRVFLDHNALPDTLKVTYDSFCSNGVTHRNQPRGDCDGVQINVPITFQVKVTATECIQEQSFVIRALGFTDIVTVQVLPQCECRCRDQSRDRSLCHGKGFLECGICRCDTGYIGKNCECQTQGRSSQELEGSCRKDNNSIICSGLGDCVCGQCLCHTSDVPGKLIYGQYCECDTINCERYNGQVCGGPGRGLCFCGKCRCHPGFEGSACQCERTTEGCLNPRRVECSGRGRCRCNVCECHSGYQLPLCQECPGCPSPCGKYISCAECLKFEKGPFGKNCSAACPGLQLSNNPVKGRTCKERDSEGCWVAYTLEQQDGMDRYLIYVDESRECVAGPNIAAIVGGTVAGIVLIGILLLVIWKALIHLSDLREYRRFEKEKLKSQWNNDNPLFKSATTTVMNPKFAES
# PLAP activator – human PLAP activation; activation fold at 20 µM; purified PLAP enzyme, luminescent substrate read-out; hits give high values; 1.2% of 96,000 active; in the data active = activation fold above about 2
# PostGolgi yeast – growth inhibition of a yeast mutant, post-Golgi transport screen; post-Golgi transport phenotypic cell assay; inhibition, % at 10 µM; 0.9% of 98,000 active; AID 739;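 note: yeast cells grown in 1536-well plates; yeast grown about 18 h at 30C before absorbance read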
# sEH activator – activators of human soluble epoxide hydrolase; P34913; purified human sEH enzymatic activity, activator screen; activation, % at 2 µM; 0.04% of 91,000 active; AID 717; in the data active = activation above about 37%; note: values of inactives mirror those of a sister screen read the other way
# PostGolgi ctrl – growth of the yeast control strain, post-Golgi counter-screen | efflux-deficient yeast background strain, growth absorbance A615, 16 h | inhibition, % at 10 µM | 5% of 98,000 active
# S1P2 blocker – S1P2 (human) receptor antagonism | O95136 | cell-based S1P2 antagonist assay, inhibition at 5 uM | inhibition, % at 5 µM | 0.21% of 97,000 active; in the data active = inhibition above about 45%;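 note: CRE beta-lactamase reporter cells expressing human S1P2 stimulated with S1P; 0% = agonist at EC80 alone and 100% = agonist plus reference antagonist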
# * = called active by the depositor; x = no result given. Cut-off read from the data, not from the text of the source, unless noted: active = inhibition above about 30%; inactive = the rest. Rows were taken by chance. Share with any hit: about 7.1%.
SMILES,sEH inh,S1P2 ag,Ecoli WT expand,CD11b adhes inh,PLAP activator,PostGolgi yeast,sEH activator,PostGolgi ctrl,S1P2 blocker
COc1ccc(-c2nc3cnccn3c2Nc2ccc(C)cc2)cc1,-1,-4,-9,-13,1.4,-12,3,28,-4
O=S1(=O)CC(NCc2ccccc2)C(Nc2ccc(Cl)cc2)C1 (stereo not drawn),7,-4,-1,9,1,6,-9,13,-10
O=C(c1cc2ccccc2o1)c1cccs1,4,-2,2,-12,0.8,-2,0,31*,-16
COc1cccc(OC)c1OCc1cc(C2C3CCCC=C3C(C#N)=C(N)C2(C#N)C#N)c(C)cc1C (stereo not drawn),-4,-5,0,x,1.4,-4,4,6,0
CCOC(=O)C1=C(C)N(CC(C)C)C(=O)/C1=C\c1ccc(OCC(=O)Nc2ccccc2)cc1,1,-4,-6,x,1.1,3,-1,-6,-30
COc1ccc(N2CCN(C(=O)c3ccc(C)cc3Cl)CC2)cc1,3,-7,0,4,1.1,1,2,-3,1
Cn1c(=O)cc(SCC(=O)NCc2ccco2)c2ccccc21,x,-4,9,2,1,7,x,-6,-9
O=C(COC(=O)C12CC3CC(CC(O)(C3)C1)C2)N1CCN(S(=O)(=O)c2ccc(Cl)cc2)CC1,7,-1,-2,x,x,-3,-5,-1,-13
Cc1ccc(OCCSCc2nc3ccccc3[nH]2)cc1,6,-3,38,x,1,-8,-4,1,3
CC(C(=O)NC1CCCC1)N(C(=O)CS(=O)CC(=O)Nc1ccc(F)cc1)c1ccc2c(c1)OCCO2 (stereo not drawn),2,-4,10,x,1.4,17,0,3,9
O=C(NCc1ccco1)C1CC(=O)N(CCc2ccccc2)C1 (stereo not drawn),x,-1,-1,-10,1,-4,x,-2,-4
CCOC(=O)C1=C(C)NC(SCC(N)=O)=C(C#N)C1c1cccs1 (stereo not drawn),8,-6,22,x,1.1,-7,-8,5,2
CC(C)OC(=O)c1ccc(Cn2nnc3ccccc3c2=O)cc1,4,-3,1,-35,0.9,-6,-4,4,-28
CCOP(=O)(OCC)C(C#N)=C1SCN(c2ccccc2)CS1,-8,-3,x,x,x,x,12,x,-10
Cc1ccc(C)c2[nH]c(=O)c(CCNC(=O)CC(C)(C)C)cc12,-1,-3,-5,-8,1,-2,0,5,8
O=C(NNS(=O)(=O)c1ccccc1[N+](=O)[O-])c1ccc(O)cc1,-2,-4,2,4,1,7,0,7,0
CNC(=O)c1nn(-c2ccccc2)ccc1=O,3,-3,1,-19,1,7,-1,5,17
CCOC(=O)c1cc2sccc2n1CC(=O)Nc1ccc(OC)cc1OC,10,-2,-13,-13,1.2,-2,-7,12,-10
Cc1ccc(C)n1C(Cc1ccccc1)C(=O)O (stereo not drawn),6,-5,-1,x,0.9,3,-6,-1,-4
CCC1(C)Cc2c(sc3nnn(CC(=O)Nc4ccc(C)cc4)c(=O)c23)CO1 (stereo not drawn),15,-8,-8,-7,1,-1,-13,3,-15
COc1c(F)c(F)c(C(=O)O)c(Nc2ccc(C)cc2)c1F,-6,-3,-1,x,0.9,4,6,13,1
CCOC(=O)N1CCN(C(=O)c2sc3nc(-c4ccc(F)cc4)cn3c2C)CC1,9,-4,9,-27,1.5,-2,-9,4,3
Cc1ccc(/C=C2\OC(=O)c3ccccc32)cc1,8,-4,1,x,0.9,1,-7,3,-2
CCOC(=O)C1CCN(C(=O)CSCc2nc(-c3ccc(OCC)cc3)oc2C)CC1,x,x,3,26,1.6,0,x,16,x
CCCCCn1c(SCCN2CCOCC2)nc2c1c(=O)[nH]c(=O)n2C,5,-9,0,-9,1.1,-2,-6,10,12
O=c1cc(-c2ccccc2)n(S(=O)(=O)c2ccccc2)o1,2,-3,-13,10,1.1,5,1,14,4
CCn1c(=O)cc(SCC(=O)Nc2cc(OC)c(OC)c(OC)c2)c2ccccc21,18,20*,-5,-3,1.3,-6,-16,3,-48
Cc1ccc(S(=O)(=O)Nc2c(C)ccc3nsnc23)cc1,0,2,x,x,x,x,4,x,-20
O=C(COC(=O)CCNS(=O)(=O)c1ccc2c(c1)OCCO2)NC1CCCc2ccccc21 (stereo not drawn),x,x,-4,8,1.5,-2,x,1,x
CCCNC(=O)NC(=O)CSc1nnc(-c2ccncc2)n1CC,0,-4,0,-2,1.4,1,-1,-2,1
CCOC(=O)c1sc(=S)n(-c2cccc(OC)c2)c1N,x,-4,6,x,0.9,3,x,16,-1
CCC(NC(=O)c1ccccc1NC(=O)c1ccco1)C(=O)NC1CCCCC1 (stereo not drawn),-8,-5,-7,10,1.1,-11,8,8,7
CCCS(=O)(=O)N1CCCC(C(=O)NCCCN(Cc2ccccc2)C(C)C)C1 (stereo not drawn),-17,-3,2,-1,1.5,-1,14,2,10
CCOC(=O)N1CCN(C(=O)c2ccc(NS(C)(=O)=O)cc2)CC1,2,1,-3,-26,1,-3,-2,-9,-13
COCCNC(=O)CN(C(=O)Cn1nnc2ccccc21)c1ccc(F)c(Cl)c1,-12,-7,0,4,1.6,3,10,7,7
CC(=O)NC1(c2ccccc2)CCN(Cc2nnnn2C(C)(C)C)CC1,x,x,1,-15,1.2,-4,x,-2,x
CCCCN(CCCC)S(=O)(=O)c1ccc(NC(=O)c2cccs2)cc1,61,-6,-16,51,0.4,2,-62,7,-13
CN(c1nc2c(c(=O)n(C)c(=O)n2C)n1CC(=O)c1ccccc1)C1CCCCC1,-4,-5,7,-2,1.6,4,4,22,3
O=C(NCc1ccccc1)c1ccc2nccnc2c1,-28,-2,8,-36,1,0,28,12,0
O=C(Nc1ccccn1)c1cc2ccccc2o1,8,-5,x,x,x,x,-6,x,7
Cc1ccc(-n2ncc3c(=O)n(CC(=O)NC4CCCCC4)cnc32)cc1,-8,-4,-9,-8,0.8,2,8,-3,-10
CCOC(=O)N1CCN(CC(=O)c2ccc3c(c2)CCN3C(C)=O)CC1,-14,-4,-1,-12,1.6,2,13,-4,-28
CCOC(=O)C1C(=O)CC(C)(O)C(C(=O)OCC)C1c1ccc2c(c1)OCO2 (stereo not drawn),-4,-4,x,x,x,x,-1,x,7
COc1ccc(C2CC(=O)N3CN(c4ccccc4F)CSC3=C2C#N)cc1OC (stereo not drawn),-11,-2,-8,-4,1.1,-10,10,3,5
Cc1ccc(C(=O)NC2CC(C)(C)NC(C)(C)C2)cc1C,0,-10,-1,2,0.8,-9,-1,0,20
COc1ccc(NS(=O)(=O)c2ccc3c(c2)Cc2ccccc2-3)cn1,-2,1,-9,60,0.8,-2,4,65*,-9
CCOC(=O)Cn1c(=O)oc2cc(S(=O)(=O)N3CCCc4ccccc43)ccc21,-2,-10,-29,-1,1.4,0,1,2,-4
Cc1cnc(NC(=O)CSc2nnc(-c3ccccc3)n2Cc2ccccc2)s1,11,-3,-9,x,x,8,-10,16,-2
O=C(Nc1ccc(Cl)c(Cl)c1)C1=Cc2ccccc2OC1,9,-6,-4,0,0.8,9,-10,42*,-9
CC1CCN(C(NC(=O)c2ccco2)C(=O)c2ccccc2)CC1 (stereo not drawn),-1,-6,2,x,1.1,-8,0,5,19

# Next section
SMILES,sEH inh,S1P2 ag,Ecoli WT expand,CD11b adhes inh,PLAP activator,PostGolgi yeast,sEH activator,PostGolgi ctrl,S1P2 blocker
CCCC12CN3CC(C)(CN(C1)C3c1ccc(OC)cc1)C2=O (stereo not drawn),-1,-4,7,-5,1.1,4,1,5,18
Cc1[nH]c2ccccc2c1C(=O)CSCC(=O)O,-2,-3,8,8,0.9,1,1,29,4
O=C(O)c1cccc(NS(=O)(=O)c2cccc3nsnc23)c1,0,-2,-2,7,1,5,0,8,0
c1ccc2oc(-c3ccc4nc[nH]c4c3)nc2c1,-7,-5,x,x,x,x,10,x,-22
Cc1cccc(NC(=O)C2=C(O)c3ccccc3N(C)S2(=O)=O)c1,x,-6,-1,-1,1.2,-24,x,1,5
CC(C)C1C(C#N)=C(N)Oc2n[nH]c(-c3ccccc3)c21 (stereo not drawn),-18,-6,-1,x,x,4,13,5,-12
CCOc1cc(/C=C2\C(=O)N(c3nc(-c4ccc(Br)cc4)cs3)N=C2c2ccccc2)ccc1O,4,-2,-11,12,0.6,1,-5,31*,8
CCN(CC)C(=O)CCNS(=O)(=O)c1ccc(C)cc1,7,-4,10,x,1,-1,-5,-9,25
O=C(Nc1ncn[nH]1)c1c(Cl)ccc(Cl)c1Cl,4,-5,4,-41,1.3,0,0,12,-11
COc1ccc2nc(N=Nc3ccc(N(C)C)cc3)sc2c1,5,-8,-12,x,0.7,-7,-6,5,19
CS(=O)(=O)N(CC(=O)NC1CCCCCC1)Cc1ccc(Cl)cc1,-2,-3,-4,6,0.9,-2,2,13,7
Nc1c(C(=O)NCc2ccc(F)cc2)c2nc3ccccc3nc2n1CCCN1CCOCC1,-9,45*,10,17,2*,101*,6,73*,-70
CCOC(=O)c1c(N)sc(C(=O)N(C)C)c1C,-12,-11,-2,-3,0.9,6,12,12,-10
CCOC(=O)C1(C)NC(c2ccc(OC)cc2OC)C2C(=O)N(c3cccc(OC)c3)C(=O)C21 (stereo not drawn),-2,-3,3,-22,1.4,-4,1,4,14
CCc1ccc(O)c(N=Cc2cccc(C)c2O)c1,13,-6,-2,8,1,11,-12,8,6
Nc1ccc(-c2nc3ccc(N)cc3o2)cc1,-12,-5,9,2,0.9,8,16,17,-6
CN(CC(=O)N1CCN(c2ccccn2)CC1)S(=O)(=O)c1ccccc1,-1,-11,7,7,1.4,2,4,6,1
Cc1cccc(NC2=NC3(CCCCC3)N=C(N)N2)c1C,-2,0,12,8,1.6,-3,0,-5,5
CC(=O)NS(=O)(=O)c1ccc(NC(=O)c2ccc(Br)o2)cc1,4,-4,-5,-2,1,-7,-3,-3,-19
Cc1ccc(C)n1CCN1CCN(C(=O)CSc2nc3ccccc3nc2N2CCOCC2)CC1,-7,-1,2,5,1.4,0,7,9,-6

# Next part, starting with the last 7 of the part before.
SMILES,sEH inh,S1P2 ag,Ecoli WT expand,CD11b adhes inh,PLAP activator,PostGolgi yeast,sEH activator,PostGolgi ctrl,S1P2 blocker
CCOC(=O)C1(C)NC(c2ccc(OC)cc2OC)C2C(=O)N(c3cccc(OC)c3)C(=O)C21 (stereo not drawn),-2,-3,3,-22,1.4,-4,1,4,14
CCc1ccc(O)c(N=Cc2cccc(C)c2O)c1,13,-6,-2,8,1,11,-12,8,6
Nc1ccc(-c2nc3ccc(N)cc3o2)cc1,-12,-5,9,2,0.9,8,16,17,-6
CN(CC(=O)N1CCN(c2ccccn2)CC1)S(=O)(=O)c1ccccc1,-1,-11,7,7,1.4,2,4,6,1
Cc1cccc(NC2=NC3(CCCCC3)N=C(N)N2)c1C,-2,0,12,8,1.6,-3,0,-5,5
CC(=O)NS(=O)(=O)c1ccc(NC(=O)c2ccc(Br)o2)cc1,4,-4,-5,-2,1,-7,-3,-3,-19
Cc1ccc(C)n1CCN1CCN(C(=O)CSc2nc3ccccc3nc2N2CCOCC2)CC1,-7,-1,2,5,1.4,0,7,9,-6
CCCn1c(SCC(=O)Nc2c(C)cccc2CC)nnc1C(C)C,-13,-3,1,-3,1.3,-19,11,12,17
COc1ccccc1NC(=O)c1oc2ccccc2c1NC(=O)c1ccco1,-13,1,-9,-15,1,4,14,14,-2
CCCCCC1CC(/C(C)=N/NC(N)=O)OC1=O (stereo not drawn),-18,-4,-6,-20,1.1,16,15,2,-22
CN(c1cccc(NC(=O)CN(c2ccc(C34CC5CC(CC(C5)C3)C4)cc2)S(C)(=O)=O)c1)S(C)(=O)=O,1,-10,-1,-5,1.1,8,1,11,33
c1coc(CNc2ncnc3c2oc2ccccc23)c1,-9,-2,5,-6,0.9,5,9,-4,15
Cc1ccccc1C(C(=O)NCc1ccccc1)N(Cc1ccco1)C(=O)c1ccccn1 (stereo not drawn),-6,-2,0,x,1.4,4,4,2,19
COc1ccc(C)cc1NC(=O)c1nnn(Cc2cccc(F)c2)c1N,-2,-3,-8,6,0.9,-19,2,11,22
O=C(Nc1ccccc1)c1ccc(S(=O)(=O)N2CCCC2)cc1,x,x,-3,6,1,-10,x,3,x
COc1ccccc1C1=Nc2cccc3cccc(c23)N1,11,-2,8,x,0.8,-3,-9,1,16
